C-LANA FP: inhibitors of KSHV LANA C-terminal domain DNA binding. MBP-C-LANA/FAM-LBS DNA binding, fluorescence polarization. inhibition, % at 9 µM. hit rate 0.078% among 340,000. AID 504423;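 active = highest replicate inhibition at or above 60% at 9 µM, even if other replicates fall short; inactive = all replicates below 60% inhibition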;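 also: 0% = neutral control wells and 100% = 4 µM acridine orange control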
V-ATPase pH: regulators of yeast V-ATPase proton transport; S. cerevisiae, pHLuorin cytosolic pH fluorescence; response, % at 10 µM; hit rate 0.37% among 350,000; AID 504577; in the data active = response mostly above about 7.3%, no sharp cut-off; inactive = mostly below about 5.4%; also: actives read high; inactives centre near 0; some compounds called inactive have numbers as strong as hits; reference of the scale not given here
HTR5A ag: counter-screen for OPRM1-OPRD1 agonists: human HTR5A agonism | activation, % at 9.3 µM | HTR5A agonist assay, luminescence, cell-based | hit rate 0.61% among 340,000; in the data active = activation mostly above about 9.5%, no sharp cut-off; inactive = mostly below about 7.6%;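 also: 0% = cells with vehicle only and 100% = reference agonist; strong numbers were not always called active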
Target sequence (P47898 whole entry, looked up): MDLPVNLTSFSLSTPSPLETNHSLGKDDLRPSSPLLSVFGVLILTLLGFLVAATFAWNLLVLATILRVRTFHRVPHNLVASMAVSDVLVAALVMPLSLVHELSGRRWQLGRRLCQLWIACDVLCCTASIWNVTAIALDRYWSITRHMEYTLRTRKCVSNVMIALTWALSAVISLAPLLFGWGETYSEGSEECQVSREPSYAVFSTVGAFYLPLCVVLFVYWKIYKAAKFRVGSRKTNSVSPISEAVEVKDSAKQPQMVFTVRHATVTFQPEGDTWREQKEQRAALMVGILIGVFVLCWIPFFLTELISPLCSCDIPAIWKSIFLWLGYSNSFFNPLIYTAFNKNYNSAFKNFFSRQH
HTR5A inv ctr: counter-screen for OPRM1-OPRD1 inverse agonists: human HTR5A inverse agonism. HTR5A cell line, luminescence. AID 504634. P47898. inhibition, % at 9.3 µM. hit rate 0.083% among 340,000; in the data active = inhibition mostly above about 23%, no sharp cut-off; inactive = mostly below about 18%;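 also: 0% = cells with DMSO and 100% = no-cell wells with DMSO; some compounds called inactive have numbers as strong as hits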
Cardiac RTF inh: cardiac RTF calcium desensitization. P19429+P45379. hit rate 0.12% among 340,000. AID 493244. IANBD-labeled cardiac RTF, Ca2+ fluorescence. inhibition, % at 7.15 µM;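 active = inhibition above the mean inhibition of all tested compounds plus 3 SD, cut at about 17% in these data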;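 also: assay run at fixed EC70 calcium of 1.6 mM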
RTF Ca sens act: cardiac RTF calcium sensitization | P19429+P45379 | IANBD-labeled TnC RTF fluorescence at EC20 calcium; 0% EC20 calcium, 100% full calcium | activation, % at 7.2 µM | hit rate 0.24% among 340,000 | AID 493008;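 active = activation above the mean over all tested compounds plus 3 SD, cut at about 30% in these data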;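 also: rise in fluorescence read as greater calcium sensitivity of cardiac thin filaments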
MOR-DOR inv ag: inverse agonists of human mu-delta opioid receptor heterodimerization. P35372+P41143. cell-based MOR-DOR heterodimer luminescence, inverse agonism. inhibition, % at 9.3 µM. hit rate 0.21% among 340,000. AID 504357; in the data active = inhibition above about 22%, passing the limit was not always enough;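 also: 0% = cells with DMSO and 100% = wells without cells with DMSO; values of inactives mirror those of a sister screen read the other way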
Keap1 Nrf2 FP: Keap1-Nrf2 (human) interaction inhibition. Q14145. Keap1 Kelch-Nrf2 peptide fluorescence polarization, 1536-well. inhibition, % at 9.4 µM. hit rate 0.15% among 340,000. AID 504523; in the data active = inhibition above about 12%;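 also: human Keap1 Kelch domain with fluorescein labeled Nrf2 9mer peptide probe; 0% = neutral control wells and 100% = peptide positive control; higher means more block of Keap1 binding to Nrf2 peptide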
Target sequence (Q14145 whole entry, looked up, the tested form may be a part): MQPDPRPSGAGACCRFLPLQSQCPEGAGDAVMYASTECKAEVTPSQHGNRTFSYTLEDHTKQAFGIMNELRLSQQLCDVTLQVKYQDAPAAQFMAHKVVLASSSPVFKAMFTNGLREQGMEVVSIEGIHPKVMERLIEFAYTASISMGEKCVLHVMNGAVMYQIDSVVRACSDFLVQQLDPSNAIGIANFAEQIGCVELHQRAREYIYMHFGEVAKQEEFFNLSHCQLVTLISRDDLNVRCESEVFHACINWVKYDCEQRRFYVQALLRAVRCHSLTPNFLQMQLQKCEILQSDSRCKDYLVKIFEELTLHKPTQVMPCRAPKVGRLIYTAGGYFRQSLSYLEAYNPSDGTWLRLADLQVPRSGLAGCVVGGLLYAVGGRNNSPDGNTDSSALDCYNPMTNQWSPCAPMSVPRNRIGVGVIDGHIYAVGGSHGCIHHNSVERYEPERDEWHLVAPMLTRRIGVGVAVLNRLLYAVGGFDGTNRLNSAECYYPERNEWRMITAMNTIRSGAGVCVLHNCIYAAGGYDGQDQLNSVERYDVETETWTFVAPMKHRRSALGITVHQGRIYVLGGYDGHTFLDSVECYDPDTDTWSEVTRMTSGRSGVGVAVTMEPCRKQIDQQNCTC
MOR-DOR ag: agonists of human mu-delta opioid receptor heterodimerization | hit rate 0.3% among 340,000 | cells, OPRM1-OPRD1 heterodimerization, luminescence | P35372+P41143 | AID 504326 | activation, % at 9.3 µM; in the data active = activation above about 18%;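 also: 0% = vehicle-treated cells and 100% = reference agonist; values of inactives mirror those of a sister screen read the other way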
CAL PDZ FP: blocks peptide binding to the human CAL PDZ domain; Q9HD26; AID 602252; inhibition, % at 24.9 µM; purified CAL PDZ, TMR-peptide fluorescence polarization, 1 h; hit rate 0.92% among 300,000;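 active = mean inhibition of at least 30% with at least half of replicates also reaching 30%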;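 also: 0% = DMSO neutral control and 100% = excess unlabeled competitor peptide PRC23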
An asterisk follows results filed as active.

What do the screens show for `CCCOCC1CC2(CC(C)(c3csc(N)n3)OC2=O)C(=O)O1` (stereo unspecified)?
C-LANA FP: 0.7; V-ATPase pH: -3.1; HTR5A ag: -2.2; HTR5A inv ctr: -41.4; Cardiac RTF inh: 8.3; RTF Ca sens act: -3.5; MOR-DOR inv ag: 8.3; Keap1 Nrf2 FP: 2.2; MOR-DOR ag: -1.7; CAL PDZ FP: -3.7

What do the screens show for `COc1ccc(N(CC(=O)Nc2cc(C)ccc2C)S(=O)(=O)c2c(C)nn(C)c2C)cc1`?
C-LANA FP: 1.4; V-ATPase pH: 2.2; HTR5A ag: 0.8; HTR5A inv ctr: -13.7; Cardiac RTF inh: 2.1; RTF Ca sens act: -4.8; MOR-DOR inv ag: 13.3; Keap1 Nrf2 FP: -5.5; MOR-DOR ag: -2.4; CAL PDZ FP: 4.3

Results for CCOC(=O)Cn1nc(/C=C/c2ccc(C(C)C)cc2)ccc1=O ?
C-LANA FP: 0.3; V-ATPase pH: -1.8; HTR5A ag: 3.5; HTR5A inv ctr: -17.5; Cardiac RTF inh: -14.2; RTF Ca sens act: -6.5; MOR-DOR inv ag: -0.9; Keap1 Nrf2 FP: 1.4; MOR-DOR ag: 0.2

How did O=C(Nc1ccc(C(=O)N2CCC(O)(c3ccc(Cl)c(C(F)(F)F)c3)CC2)cc1)c1ccc(Br)o1 do in these assays?
C-LANA FP: -0.5; V-ATPase pH: 0.6; HTR5A ag: -4.7; HTR5A inv ctr: 12.8; Cardiac RTF inh: 2.1; RTF Ca sens act: 0.9; MOR-DOR inv ag: -3.9; Keap1 Nrf2 FP: -0.9; MOR-DOR ag: 0.8; CAL PDZ FP: -3.1

What do the screens show for `COc1ccc(-c2nn(-c3ccccc3)cc2CNCc2cccnc2)c(F)c1`?
C-LANA FP: 1.4; V-ATPase pH: 1.9; HTR5A ag: -2.6; HTR5A inv ctr: 6.7; Cardiac RTF inh: 6.9; RTF Ca sens act: 4.8; MOR-DOR inv ag: -96.9; Keap1 Nrf2 FP: -9.2; MOR-DOR ag: 21.1*; CAL PDZ FP: -5.9

How did Cc1nn(C)c(C)c1S(=O)(=O)N1CCC(C(=O)NC(C)c2ccccc2)CC1 (stereo unspecified) do in these assays?
C-LANA FP: -1.4; V-ATPase pH: 2.2; HTR5A ag: 4.4; HTR5A inv ctr: -12.2; Cardiac RTF inh: -12.2; RTF Ca sens act: 4.8; MOR-DOR inv ag: 9.9; Keap1 Nrf2 FP: 7.0; MOR-DOR ag: -1.8; CAL PDZ FP: -0.8

What do the screens show for `OCCN(Cc1ccccc1)Cc1ccc(Cl)cc1`?
C-LANA FP: 2.7; V-ATPase pH: -2.4; HTR5A ag: -1.2; HTR5A inv ctr: 13.2; Cardiac RTF inh: -18.8; RTF Ca sens act: 6.3; MOR-DOR inv ag: -18.7; Keap1 Nrf2 FP: -3.8; MOR-DOR ag: 3.2; CAL PDZ FP: -2.0

How did CCOC(=O)C(NC(=O)CC(C)C)(Nc1cc(C)on1)C(F)(F)F (stereo unspecified) do in these assays?
C-LANA FP: 0.3; V-ATPase pH: -1.8; HTR5A ag: 2.0; HTR5A inv ctr: -0.4; Cardiac RTF inh: -3.8; RTF Ca sens act: -5.2; MOR-DOR inv ag: 13.9; Keap1 Nrf2 FP: -4.1; MOR-DOR ag: -3.0

What do the screens show for `Cn1c(=O)c2c(ncn2CCNC2=NCCCCC2)n(C)c1=O`?
C-LANA FP: 0.8; V-ATPase pH: -2.8; Cardiac RTF inh: -9.4; RTF Ca sens act: -0.3; Keap1 Nrf2 FP: -5.8; CAL PDZ FP: 2.1

How did Cc1cc(C)n(-c2ccc(F)cc2CN2CCN(C3CCCC3)C(CCO)C2)n1 (stereo unspecified) do in these assays?
C-LANA FP: 0.4; V-ATPase pH: 3.2; HTR5A ag: 0.7; HTR5A inv ctr: -8.5; Cardiac RTF inh: -4.1; RTF Ca sens act: 1.8; MOR-DOR inv ag: -0.2; Keap1 Nrf2 FP: 6.3; MOR-DOR ag: 0.0; CAL PDZ FP: -1.1

What do the screens show for `COC(=O)C1=C(C)N(Cc2ccccc2)C(=NCC(C)C)N[C@H]1c1cccc(C(F)(F)F)c1`?
C-LANA FP: 2.1; V-ATPase pH: -1.2; HTR5A ag: 5.5; HTR5A inv ctr: -9.1; Cardiac RTF inh: -9.6; RTF Ca sens act: -2.3; MOR-DOR inv ag: -53.9; Keap1 Nrf2 FP: 3.6; MOR-DOR ag: 9.5; CAL PDZ FP: -5.0

How did CCOc1ccc2[nH]c(C)c(CN3CCN(C)CC3)c(=O)c2c1 do in these assays?
C-LANA FP: 0.3; V-ATPase pH: 5.0; HTR5A ag: 1.3; HTR5A inv ctr: 0.3; Cardiac RTF inh: -1.1; RTF Ca sens act: -4.0; MOR-DOR inv ag: 7.2; Keap1 Nrf2 FP: -3.2; MOR-DOR ag: -1.4; CAL PDZ FP: -1.8

What do the screens show for `C1CC(CN2CCOCC2)CN(c2nc3nonc3nc2N2CCSCC2)C1` (stereo unspecified)?
C-LANA FP: -0.5; V-ATPase pH: -4.1; HTR5A ag: 1.7; HTR5A inv ctr: 5.3; Cardiac RTF inh: 1.3; RTF Ca sens act: 0.4; MOR-DOR inv ag: 12.0; Keap1 Nrf2 FP: 1.3; MOR-DOR ag: -2.4; CAL PDZ FP: 2.5

What do the screens show for `COc1ccc(NC(=O)Cc2ccc(C)cc2)cc1S(=O)(=O)N1CCCCC1`?
C-LANA FP: -2.7; V-ATPase pH: 1.7; HTR5A ag: -1.5; HTR5A inv ctr: 3.6; Cardiac RTF inh: -2.2; RTF Ca sens act: -0.3; MOR-DOR inv ag: 2.8; Keap1 Nrf2 FP: -2.8; MOR-DOR ag: -0.7; CAL PDZ FP: -1.5

How did O=C(Nc1ccccc1NC(=O)c1ccccc1F)c1ccccc1F do in these assays?
C-LANA FP: -0.3; V-ATPase pH: -1.0; HTR5A ag: 5.8; HTR5A inv ctr: -21.7; Cardiac RTF inh: -2.5; RTF Ca sens act: 11.6; MOR-DOR inv ag: 9.2; Keap1 Nrf2 FP: -0.5; MOR-DOR ag: -1.9; CAL PDZ FP: -3.3

What do the screens show for `COc1ccccc1C(=O)Nc1ccc2nc(SCC(=O)N(C)C)sc2c1`?
C-LANA FP: -0.1; V-ATPase pH: 0.7; HTR5A ag: 1.6; HTR5A inv ctr: 11.7; Cardiac RTF inh: -9.7; RTF Ca sens act: 1.9; MOR-DOR inv ag: 0.5; Keap1 Nrf2 FP: 2.3; MOR-DOR ag: -0.1; CAL PDZ FP: 0.0

How did O=C1c2ccccc2NC(c2cccc(F)c2)N1Cc1ccccc1 (stereo unspecified) do in these assays?
C-LANA FP: -0.4; V-ATPase pH: 0.4; HTR5A ag: -3.1; HTR5A inv ctr: 11.6; Cardiac RTF inh: -1.0; RTF Ca sens act: -0.7; MOR-DOR inv ag: -0.5; Keap1 Nrf2 FP: 6.8; MOR-DOR ag: 0.1; CAL PDZ FP: -1.8

Results for CC1Oc2ccccc2N(CC(=O)NCCN2CCOCC2)C1=O (stereo unspecified) ?
C-LANA FP: 0.6; V-ATPase pH: 0.4; HTR5A ag: 1.9; HTR5A inv ctr: -4.6; Cardiac RTF inh: 5.0; RTF Ca sens act: 1.7; MOR-DOR inv ag: 10.9; Keap1 Nrf2 FP: 1.0; MOR-DOR ag: -2.0; CAL PDZ FP: -1.6

How did Cc1ccsc1C1Nc2ccccc2C(=O)N1O (stereo unspecified) do in these assays?
C-LANA FP: 0.5; V-ATPase pH: 4.0; HTR5A ag: 7.1; HTR5A inv ctr: -12.0; Cardiac RTF inh: -2.4; RTF Ca sens act: 2.8; MOR-DOR inv ag: 6.1; Keap1 Nrf2 FP: -4.4; MOR-DOR ag: -1.1; CAL PDZ FP: -2.2

Results for CCCn1c2c(c(=N)c3c1CCC3)CCCC2 ?
C-LANA FP: 2.4; V-ATPase pH: -0.9; HTR5A ag: 12.1; HTR5A inv ctr: -25.4; Cardiac RTF inh: 4.4; RTF Ca sens act: 13.0; MOR-DOR inv ag: -2.8; Keap1 Nrf2 FP: -3.9; MOR-DOR ag: 0.6; CAL PDZ FP: -2.0

How did CC(NC(=O)Nc1ccc(Cl)cc1)c1ccc2c(c1)OCO2 (stereo unspecified) do in these assays?
C-LANA FP: 0.8; V-ATPase pH: 1.1; HTR5A ag: 2.5; HTR5A inv ctr: -32.3; Cardiac RTF inh: -0.5; RTF Ca sens act: -1.2; MOR-DOR inv ag: -6.9; Keap1 Nrf2 FP: 0.0; MOR-DOR ag: 1.3; CAL PDZ FP: -0.2

What do the screens show for `CN1CCN(/C(=N\S(=O)(=O)c2ccc(F)cc2)c2ccccc2)CC1`?
C-LANA FP: 1.5; V-ATPase pH: -3.4; HTR5A ag: 3.1; HTR5A inv ctr: 5.3; Cardiac RTF inh: -4.5; RTF Ca sens act: -10.9; MOR-DOR inv ag: 17.3; Keap1 Nrf2 FP: 3.9; MOR-DOR ag: -3.8; CAL PDZ FP: -1.6

What do the screens show for `CN(CC(=O)NCCCN1CCOCC1)S(=O)(=O)c1cc(Cl)ccc1Cl`?
C-LANA FP: 1.0; V-ATPase pH: -4.4; HTR5A ag: 2.0; HTR5A inv ctr: 20.8; Cardiac RTF inh: 4.4; RTF Ca sens act: -3.8; MOR-DOR inv ag: 13.1; Keap1 Nrf2 FP: 3.8; MOR-DOR ag: -4.0; CAL PDZ FP: -1.0

How did C/C(CC(=O)Nc1ccc(C)c(Cl)c1)=N\NC(=O)C1CCCCC1 do in these assays?
C-LANA FP: -0.1; V-ATPase pH: -2.4; HTR5A ag: -3.2; HTR5A inv ctr: 1.1; Cardiac RTF inh: 4.0; RTF Ca sens act: -9.4; MOR-DOR inv ag: 11.3; Keap1 Nrf2 FP: 1.6; MOR-DOR ag: -2.1; CAL PDZ FP: -6.6

What do the screens show for `Cc1ccc(OCC(=O)N/N=C/c2ccncc2)cc1C`?
C-LANA FP: 1.2; V-ATPase pH: 1.0; HTR5A ag: -2.6; HTR5A inv ctr: 6.7; Cardiac RTF inh: 4.5; RTF Ca sens act: -2.5; MOR-DOR inv ag: 9.3; Keap1 Nrf2 FP: 3.2; MOR-DOR ag: -1.9; CAL PDZ FP: 3.3

How did COCCN(Cc1ccccc1)C(=O)c1cccc(S(=O)(=O)N2CCN(c3ccccc3)CC2)c1 do in these assays?
C-LANA FP: 1.6; V-ATPase pH: -3.5; HTR5A ag: -4.4; HTR5A inv ctr: 10.8; Cardiac RTF inh: -14.1; RTF Ca sens act: -11.7; MOR-DOR inv ag: 11.1; Keap1 Nrf2 FP: -7.2; MOR-DOR ag: -2.1; CAL PDZ FP: -1.2

What do the screens show for `Cc1ccc(N2CC(C(=O)NCCS(=O)(=O)N3CCN(c4ccccc4F)CC3)CC2=O)cc1` (stereo unspecified)?
C-LANA FP: 0.6; V-ATPase pH: -1.2; HTR5A ag: -1.8; HTR5A inv ctr: 14.4; Cardiac RTF inh: -4.3; RTF Ca sens act: 2.0; MOR-DOR inv ag: 18.7; Keap1 Nrf2 FP: 3.7; MOR-DOR ag: -3.8; CAL PDZ FP: 1.5

How did Cc1nn(-c2ccccc2)c(Cl)c1/C=N/Nc1nc2ccccc2n1C do in these assays?
C-LANA FP: -2.0; V-ATPase pH: -2.4; HTR5A ag: 4.7; HTR5A inv ctr: 5.1; Cardiac RTF inh: -68.7; RTF Ca sens act: -2.3; MOR-DOR inv ag: -48.2; Keap1 Nrf2 FP: -5.4; MOR-DOR ag: 7.7; CAL PDZ FP: 0.0

High-throughput results: PubChem, several laboratories
